CHO-K1 Ca antag = counter-screen for M1 antagonists: effect in parental CHO-K1 cells | ATP-induced calcium, Fluo-8 fluorescence | inhibition, % at 3 µM | actives 0.6% (n = 360,000);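 active means inhibition above a per-plate cutoff, the plate's mean sample inhibition plus 3 SD, cut at about 24% in these data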;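 further: 0% = DMSO plus EC80 ATP and 100% = DMSO alone without ATP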
TAAR1 antag = antagonists of human TAAR1; CHO RD-HGA16 TAAR1, Fluo-8 calcium fluorescence, antagonist; inhibition, % at 3 µM; actives 1.5% (n = 360,000); AID 624466; Q96RJ0;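 active means inhibition above a per-plate cutoff, the mean inhibition of test compounds on that plate plus 3 SD, cut at about 49% in these data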;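 further: 0% = DMSO plus EC80 beta-PEA response and 100% = DMSO alone without agonist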
Target sequence (Q96RJ0 whole entry, looked up): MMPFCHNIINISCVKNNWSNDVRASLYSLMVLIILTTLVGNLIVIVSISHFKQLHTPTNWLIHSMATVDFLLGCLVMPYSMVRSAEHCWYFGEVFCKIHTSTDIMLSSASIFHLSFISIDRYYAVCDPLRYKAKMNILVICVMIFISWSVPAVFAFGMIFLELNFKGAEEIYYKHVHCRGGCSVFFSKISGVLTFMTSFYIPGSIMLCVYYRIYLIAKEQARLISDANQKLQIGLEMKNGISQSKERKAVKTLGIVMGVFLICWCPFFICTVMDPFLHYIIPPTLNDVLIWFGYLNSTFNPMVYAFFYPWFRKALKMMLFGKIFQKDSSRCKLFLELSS
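System: RD-HGA16 CHO cells with stable hTAAR1 and Gα16 | Probe or stimulus: EC80 β-phenethylamine stimulus | Dosing: 3 µM, single point | Times: Dye loading 75 min at 37 °C, then 30 min room temperature | Measured by: Fluo-8 calcium-sensitive fluorescence | Read-out basis: % inhibition of agonist calcium response | Replicates: n of 1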
M1 PAM = human CHRM1 positive allosteric modulation | activation, % at 3 µM | P11229 | AID 588819 | actives 0.088% (n = 360,000) | CHO-K1 hM1, Fluo-8 calcium fluorescence, ACh EC20; 0% = ACh EC20, 100% = maximal ACh; in the data active means activation above about 19%, passing the limit was not always enough
Target sequence (P11229 whole entry, looked up): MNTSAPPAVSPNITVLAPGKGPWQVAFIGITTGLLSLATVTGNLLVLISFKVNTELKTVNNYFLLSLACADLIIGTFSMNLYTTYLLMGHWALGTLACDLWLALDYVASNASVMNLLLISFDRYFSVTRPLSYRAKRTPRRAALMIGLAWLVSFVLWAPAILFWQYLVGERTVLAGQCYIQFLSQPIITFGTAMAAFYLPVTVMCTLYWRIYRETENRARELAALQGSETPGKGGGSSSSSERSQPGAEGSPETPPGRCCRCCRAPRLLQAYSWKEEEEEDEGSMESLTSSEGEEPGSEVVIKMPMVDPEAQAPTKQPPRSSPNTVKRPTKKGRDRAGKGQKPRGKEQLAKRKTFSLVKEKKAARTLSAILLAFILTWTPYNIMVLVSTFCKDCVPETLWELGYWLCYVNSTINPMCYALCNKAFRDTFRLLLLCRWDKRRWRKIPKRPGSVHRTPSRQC
TAAR1 ag = human TAAR1 agonism. CHO RD-HGA16 TAAR1, Fluo-8 calcium fluorescence; vehicle wells 0%, saturating PEA agonist 100%. AID 624467. Q96RJ0. actives 0.99% (n = 360,000). activation, % at 3 µM;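 active means activation above the mean activation of all test compounds in the run plus 3 SD, cut at about 38% in these data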
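Repeats: no replicates (n 1) | Material: CHO-derived RD-HGA16 cells with stable Gα16 and human TAAR1 | Technique: Kinetic Fluo-8 calcium fluorescence | Schedule: 17-24 h seeding, 75 min 37 °C dye, 30 min RT | Evaluation: % activation from peak over basal fluorescence ratio, DMSO-to-PEA scaled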
CHO parental Ca = counter-screen: ATP calcium response change in parental CHO cells; parental CHO-K1, ATP-induced calcium, Fluo-8 fluorescence; inhibition, % at 5.6 µM; actives 0.63% (n = 330,000); AID 463079;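 active means inhibition above that plate's mean sample inhibition plus 3 SD, cut at about 26% in these data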;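 further: 0% = ATP-challenged DMSO wells and 100% = DMSO wells without ATP; some compounds past the cut are filed as inactive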
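Test system: untransfected parental CHO cell line; also added: ATP stimulus; dosing: 5.6 µM, single dose; signal: calcium-sensitive Fluo-8 fluorescence; measure: percent inhibition of ATP-evoked calcium rise, normalized to controls; benchmarks: low control ATP plus DMSO, high control DMSO only; replication: one well per compound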
M1 antag = human CHRM1 antagonism. P11229. CHO-K1 hM1, Fluo-8 calcium fluorescence, ACh EC80 antagonist. inhibition, % at 3 µM. actives 1.3% (n = 360,000). AID 588852;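 active means percent inhibition above its own plate's cutoff, namely the mean of that plate's compound wells plus 3 SD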;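 further: peak over basal fluorescence ratio during 140 s after agonist addition; 0% = ACh EC80 plus DMSO and 100% = DMSO alone without agonist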
CHRM1 agonist = human M1 muscarinic receptor agonism; P11229; CHO-K1 hM1, Fluo-8 calcium fluorescence, agonist mode; 0% DMSO, 100% acetylcholine EC100; activation, % at 3 µM; actives 0.33% (n = 360,000);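 active means activation above the run's mean compound activation plus 3 SD, cut at about 16% in these data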;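 further: peak over basal fluorescence ratio within a 140 s kinetic read after compound addition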
CHO-K1 Ca ag = M1 agonist counterscreen hit in parental CHO-K1 cells; activation, % at 3 µM; Fluo-8 calcium fluorescence; scaled to maximal ATP response, vehicle zero; actives 0.48% (n = 360,000); in the data active means activation above about 15%;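 further: untransfected CHO-K1 host cells lacking M1 receptor as counterscreen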
M1 PAM parental = M1 PAM counterscreen hit in parental CHO-K1 cells | activation, % at 3 µM | actives 0.02% (n = 360,000) | ATP EC20, Fluo-8 calcium fluorescence; 0% at ATP EC20, 100% at ATP max;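 active means activation above the run cutoff, the mean activation of all test compounds plus 3 SD, cut at about 40% in these data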;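 further: peak over basal fluorescence ratio in a 140 s read after ATP addition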
The depositor's hits bear a star; . = no result given.

SMILES	CHO-K1 Ca antag	TAAR1 antag	M1 PAM	TAAR1 ag	CHO parental Ca	M1 antag	CHRM1 agonist	CHO-K1 Ca ag	M1 PAM parental
CSc1ncccc1C(=O)OCC(=O)c1cccc(Br)c1	11	7	-1	11	4	-5	-9	1.0	-4
CCCC(=O)C1=C(O)C(C(=O)OC)C(C)(C)CC1=NCCCCCC(=O)O (stereo not given)	-9	-23	11	-1	-12	-14	-2	-0.1	16
ClC(Cl)(Cl)c1nc(N/N=C/c2ccncc2)c2ccccc2n1	0	3	-10	17	-33	4	-4	5.6	11
Cc1ccc(O)c(C(=O)c2cc(C#N)c3nc4ccccc4n3c2)c1	7	8	-3	8	-6	-5	-2	0.1	-6
CCOC(=O)c1c(NC(=O)CC2SC(N)=NC2=O)sc2c1CCC(C)C2 (stereo not given)	-1	-18	11	3	-14	-5	-3	0.4	21
Cc1ccc2nc(N3CCN(C=O)CC3)nc(-c3ccccc3)c2c1	-13	-7	-3	9	-29	-7	-5	1.8	3
COc1ccc(/C=C(\C#N)C(=O)NC2CCS(=O)(=O)C2)cc1OC (stereo not given)	-9	9	4	0	-4	-4	-3	1.1	11
C[C@H](CO)N1C[C@H](C)[C@@H](CN(C)S(C)(=O)=O)Oc2ccc(NC(=O)C3CC3)cc2C1=O	17	12	-7	16	-3	-2	-2	-0.7	5
COc1ccc(N(C)S(=O)(=O)c2ccc3c(c2)oc(=O)n3C)cc1	7	14	6	1	3	3	-3	0.8	1
CC(C(=O)NCC1(c2ccccc2)CCCC1)N1CCCC1 (stereo not given)	3	-2	-22	7	-11	97*	-9	1.1	0
Cc1ccc(S(=O)(=O)N(C)c2ccc(OC(=O)CN3C(=O)NC(C)(c4ccccc4)C3=O)cc2)cc1C (stereo not given)	-24	23	-5	3	.	10	1	5.5	4
COc1ccccc1NC(=O)Cn1nnc(-c2ccccc2NC(=O)c2cc3ccccc3oc2=O)n1	-18	4	2	6	-14	-29	-2	-0.6	2
COc1ccc(CN2CCNC(=O)C2CC(=O)NC2CCCC2)c(C)c1C (stereo not given)	-2	-10	-1	7	-14	8	-3	-0.1	16
CC(=O)c1ccc(N2CCN(S(=O)(=O)c3cccc4nonc34)CC2)cc1	-9	7	3	2	0	-5	-5	12	20
CN(Cc1ccccc1)c1nc(N)c([N+](=O)[O-])c(NCc2ccccc2)n1	-6	-1	0	-1	-21	5	-5	5.1	-3
COc1cc(NC(=O)Cc2nn(C)c(=O)c3ccccc23)cc(OC)c1	3	10	-4	8	33	-11	8	8.1	7
COCCCn1cc(CN2CC(N3CCN(CCN(C)C)CC3)CS2(=O)=O)nn1 (stereo not given)	-12	-12	.	4	.	.	.	0.3	13
CCC(=O)N1CCC2(CC1)Oc1ccc(F)cc1C(=O)C21CC(c2cccnc2)=NO1 (stereo not given)	-2	7	-3	10	-17	8	-1	0.2	-20
O=C(/C=C/c1cccc(F)c1)Nc1ccc(S(=O)(=O)N2CCOCC2)cc1	-9	26	13	10	-10	-21	0	0.6	21
Cn1c(SCCN2CCCC2)nnc1C1CCN(S(=O)(=O)c2cccc(F)c2)CC1	-13	-11	-31	4	-5	63*	-11	1.5	10
CCn1cc2c(c1-c1cccc(C)c1)c(=O)n(C)c(=O)n2C	-26	17	13	4	-13	-10	-4	0.4	27
COC(=O)C1=C(C)Nc2nnnn2C1c1ccco1 (stereo not given)	-7	10	1	14	-18	6	-2	-0.3	6
Cc1ccc2c(c1)N(C(=O)CCC(=O)O)CCO2	-11	12	5	0	-1	-10	-3	0.3	11
Nc1ccc(C(=O)N(CCO)CCO)cc1	15	10	-1	0	8	5	-6	-0.2	-15
CCOc1ccc(-c2cc(C(=O)NCC3CCCO3)c3ccccc3n2)cc1 (stereo not given)	-4	25	-8	12	-23	9	-6	5.1	19
The list goes on.
SMILES	CHO-K1 Ca antag	TAAR1 antag	M1 PAM	TAAR1 ag	CHO parental Ca	M1 antag	CHRM1 agonist	CHO-K1 Ca ag	M1 PAM parental
CC(C)(C)c1ccc(OCCC(=O)Nc2cccc(S(=O)(=O)N3CCCC3)c2)cc1	-15	15	6	1	0	-9	-1	0.6	11
CN1CCN(c2ccc(Cl)cc2NC(=O)c2ccc(S(=O)(=O)N3CCCCCC3)cc2)CC1	-8	-10	7	1	-20	-8	-3	0.2	15
CN(C)S(=O)(=O)c1ccc(C(=O)OCC(=O)NCc2ccccc2)cc1	-17	5	7	3	13	-13	-5	3.2	-6
CCOC(=O)C1=C(C)N(C)C(C)=C(C(=O)OCC)C1c1ccsc1	-14	-24	-2	3	-30	5	-8	-1.1	11
O=C(Nc1ccc(OCC(F)(F)C(F)F)c(C(F)(F)F)c1)c1ccccc1	-4	35	-6	5	5	-31	-2	0.9	10
CCCCN1CC(COCc2ccccc2)Oc2cccc(OCCN3C(=O)[C@@H]4[C@H](C3=O)C3C=C[C@H]4C3)c2S1(=O)=O (stereo not given in full)	12	70*	-12	18	.	31	0	8.4	1
O=C(NCc1ccccc1)C1CCCN(S(=O)(=O)c2cccc3nsnc23)C1 (stereo not given)	-19	0	2	1	-30	2	-3	1.4	1
O=C(CNCCO)N1CCc2ccccc21	-8	-11	10	4	-13	-11	-3	0.3	9
COc1ccccc1S(=O)(=O)Nc1ccc(-c2nnc3n2CCCCC3)cc1	0	4	6	5	-4	-15	-6	0.7	17
CCc1ccccc1Nc1nc(N)nc(CSc2nnc3ccccn23)n1	7	-6	9	1	9	-4	-8	0.6	-7
COC(=O)c1ccccc1NC(=O)c1cc([N+](=O)[O-])nn1Cc1ccccc1	6	5	3	0	-12	-3	-2	-0.2	-8
CC(C)CCNC(=O)CCn1nc(-c2ccc(Cl)cc2)ccc1=O	-14	-6	4	-2	-24	-10	-2	-1.4	10
C/C(=N/NC(=O)c1ccncc1)c1ccc(NC(=O)c2ccccc2)cc1	2	19	7	3	.	-11	-5	0.9	-8
Cc1cc(Cl)c(S(=O)(=O)N2CCCCCC2)cc1OCC(=O)NC1CCCCC1	-8	5	0	10	78*	6	-2	2.9	9
OCCC1CN(Cc2ccccn2)CCN1C1CCCC1 (stereo not given)	3	11	4	5	-9	-6	-10	1.6	19
O=C(Nc1nnc(CCc2ccccc2)s1)c1ccccc1	6	-7	-5	11	4	5	-2	0.4	-9
CCCc1nc2sc3ccccc3c(=O)c2c(=O)n1Cc1ccco1	-8	1	10	68*	.	-11	-1	-0.3	-1
COc1cccc(-c2nnc(NC(=O)c3ccc4ncsc4c3)o2)c1	-8	13	6	5	-20	-2	-7	1.1	23
COc1cc(CNC2CCCC2)cc(Cl)c1OCc1ccccc1Cl	-6	.	3	.	2	12	5	8.8	19
CCOC(=O)c1c(NC(=O)CSc2nnc3ccccn23)sc2c1CCC2	-2	-6	-2	3	-15	5	-9	0.7	20
CN(C)c1ccc(/C=N/NC(=O)CCCCCNC(=O)c2ccccc2)cc1	-8	-21	16	3	-13	-18	-4	-0.6	-17
Cc1ccc(C(=O)C(C)Sc2nnc(N)s2)cc1 (stereo not given)	-4	-12	2	-1	-5	3	-3	-0.4	-3
NNC(=O)c1snnc1-c1ccccc1	-19	-5	-2	2	-18	-3	-1	-0.1	14
CCOc1ccc(C(=O)NCC(=O)Nc2ccc3c(c2)OCO3)cc1OCC	-2	-8	6	-1	.	-7	1	1.2	14
Cn1ncc(Br)c1C(=O)NC12CC3CC(CC(C3)C1)C2	-7	-28	8	19	-2	-15	-8	-0.5	22
(next part)
SMILES	CHO-K1 Ca antag	TAAR1 antag	M1 PAM	TAAR1 ag	CHO parental Ca	M1 antag	CHRM1 agonist	CHO-K1 Ca ag	M1 PAM parental
O=C(Nc1ccc(F)cc1)N1CCOCC1	-5	3	-3	5	-8	4	-3	0.1	5
CCC(=O)/C(=C(/O)c1ccccc1)c1nc2ccccc2[nH]1	-3	2	7	4	-9	-3	-7	0.4	14
CC(Oc1ccc(Cl)cc1Cl)C(=O)NCCCN(C)C (stereo not given)	-6	8	6	7	-6	-14	-11	0.5	5
O=S(=O)(Nc1cccc2ccccc12)c1ccccc1F	-7	-25	16	2	-3	-3	1	-0.2	-4
Cc1cccc(NC(=O)COc2coc(CN3CCN(c4ccccc4)CC3)cc2=O)c1	4	7	10	2	-12	-10	-4	1.2	0
C=CCN1C(=O)S/C(=C\c2ccc(N3CCOCC3)cc2C)C1=O	7	23	12	9	-8	-7	0	1.8	3
COC(=O)c1ccc(S(=O)(=O)N2CCCC2)o1	-11	-2	2	7	-16	-1	-5	1.0	15
CC(=O)Cn1ncc(N2CCOCC2)c(Cl)c1=O	8	-5	18	0	-2	-14	0	-1.0	-9
O=c1c2sc3nc(N4CCOCC4)c4c(c3c2ncn1-c1ccccc1)CCCC4	-4	12	-2	2	-21	6	-7	0.1	9
CC(C)C[C@H]1CN([C@@H](Cc2ccccc2)CN2CCC[C@H]2CN2C(=O)C(=O)NC[C@@H]2Cc2ccc(O)cc2)C(=O)C(=O)N1CC1CCCCC1	-16	2	.	0	.	.	.	0.6	15
O=C(NC1CCCCC1)c1cccc2c1C(=O)c1ccc(-c3ccc(OC(F)(F)F)cc3)cc1S2(=O)=O	-4	0	20	4	-8	-20	1	-0.7	-8
O=C(N1CCOCC1)N(CCN1CCOCC1)Cc1cccc2ccccc12	-10	10	7	1	-25	-4	-3	0.0	18
COCc1[nH][nH]c(=O)c1C=Nc1ccccc1	6	5	-5	1	5	-7	-2	0.1	-5
O=C(Nc1ccccc1)c1nc[nH]c1C(=O)N1CCc2ccccc2C1	-13	8	-6	4	-27	9	-9	0.5	-3
Cc1ccc(-c2ccc(/C=N/N3C(=O)C4C5C=CC(CC5)C4C3=O)o2)c([N+](=O)[O-])c1 (stereo not given)	-6	45	8	22	-11	-24	-1	0.1	-7
COC(=O)c1ccccc1NC(=O)CSc1nnc(-c2cccnc2)n1N	-5	-19	3	3	-8	-6	-5	0.1	-2
CC(=O)Nc1ccc(S(=O)(=O)N2CCCc3ccccc32)cc1	-27	4	-5	4	-2	1	-10	3.3	3
COc1cccc(C2=NOC(C(=O)Nc3cc(OC)c(OC)c(OC)c3)C2)c1 (stereo not given)	-21	-7	-5	4	-18	-4	2	9.2	13
C=CCN1C(=O)C(Cc2ccc(C)cc2)S/C1=N/N=C/c1ccco1 (stereo not given)	2	24	2	5	-27	-6	-3	0.3	15

High-throughput results as filed in PubChem BioAssay.
